TGFb inhibitor: inhibitors of TGF-b signaling | 410,000 tested, 1.2% active | Potency, µM (doses to about 46.1 µM), inactives show at the highest dose activity, negative = inhibition, usual class: inhibitors | HepG2 CAGA-GFP TGF-b/SMAD3 reporter, GFP fluorescence, 18 h; TGF-beta stimulated, 500 pg/mL final | AID 588855; also: % is scaled to controls: 0 for no effect and ±100 for the full control effect; nearly all actives have a fitted effect of over 65% in size
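TGF-beta reporter screen: HEPG2 CAGA-GFP, 1% FBS, 500 pg/mL TGF-beta final, 18 h; per-cell GFP summed per well; curves fitted and categorized by class.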
MCF10A rerep: DNA re-replication induction in MCF 10a cells | MCF 10A DNA re-replication, Hoechst nuclear intensity, 48 h | Potency, µM (highest dose often 46.1 µM), without a hit: at the top dose activity, positive = re-replication, actives largely listed as activators | 350,000 tested, 2.9% active | AID 624296; also: % of control where 0% means no effect; nearly all actives have a fitted effect of over 50% in size
Nrf2 inh: inhibitors of Nrf2 signaling; A549 ARE-Fluc reporter, luciferase luminescence, 18-24 h; Potency, µM (highest dose often 46 µM), for inactives: at the top dose activity change, negative = inhibition, hits mostly inhibitors; 360,000 tested, 2.1% active; AID 504444; also: % is scaled to controls: 0 for no effect and ±100 for the full control effect; nearly all actives have a fitted effect of over 60% in size
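Two sequential reads on A549 ARE_Fluc cells exposed to compound for 18-24 h: a CellTiter-Fluor fluorescence read for viability, then a luciferase luminescence read for Nrf2/ARE activity.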
ATXN viability: cell viability loss in ATXN counter-screen; S2 cells (HEK-293 line with an ATXN2-luciferase reporter) viability, CellTiter-Fluor protease fluorescence, 24 h; Potency, µM (top dose mostly 56.7 µM), actives largely listed as cytotoxic; 400,000 tested, 0.49% active; also: nearly all actives have a fitted effect of over 40% in size
HepG2 viability: HepG2 cytotoxicity, counter-screen for TGF-b inhibitors. HepG2 CAGA-GFP viability, ATP luminescence, 18 h. Potency, µM (titrated, usually from 46.1 µM), inactives show at the highest dose activity change, negative = cytotoxicity, actives largely listed as cytotoxic. 410,000 tested, 0.76% active. AID 588856; also: some results filed as inactive show a strong effect at the top dose
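CellTiter-Glo luminescence gave cytotoxicity after 18 hours at 37 degrees C. The cells were HepG2 CAGA-GFP in 1% FBS DMEM, stimulated with 500 pg/mL TGF-beta after compound addition. %Activity was normalised to no-cell wells (complete cell-killing) and DMSO (no toxicity), and curves were fitted and classified.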
Nrf2 ARE act: Nrf2 pathway activation; Potency, µM (doses to about 46.1 µM), without a hit: at the top dose activation, usual class: activators; AID 624171; AREc32 ARE-luciferase reporter (MCF7-derived line), luminescence, 24 h; 410,000 tested, 0.31% active; also: % of control where 0% means no effect; nearly all actives have a fitted effect of over 65% in size
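ARE-driven firefly luciferase activity in AREc32 cells measured after a 24 hr compound exposure at 37 deg C, using Steady-Glo reagent and a 30 min room-temperature hold.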
EPAC2 antagonist: antagonists of human EPAC2; EPAC2 GEF exchange of Rap1B-BODIPY-GDP, fluorescence; Potency, µM (highest dose often 114 µM), inactives show top-dose activity, negative = inhibition, most hits filed as inhibitors; 360,000 tested, 0.18% active; AID 720708; also: % is scaled to controls: 0 for no effect and ±100 for the full control effect; nearly all actives have a fitted effect of over 45% in size; many of its hits are not listed in these tables
Target sequence (Q8WZA2 whole entry, looked up): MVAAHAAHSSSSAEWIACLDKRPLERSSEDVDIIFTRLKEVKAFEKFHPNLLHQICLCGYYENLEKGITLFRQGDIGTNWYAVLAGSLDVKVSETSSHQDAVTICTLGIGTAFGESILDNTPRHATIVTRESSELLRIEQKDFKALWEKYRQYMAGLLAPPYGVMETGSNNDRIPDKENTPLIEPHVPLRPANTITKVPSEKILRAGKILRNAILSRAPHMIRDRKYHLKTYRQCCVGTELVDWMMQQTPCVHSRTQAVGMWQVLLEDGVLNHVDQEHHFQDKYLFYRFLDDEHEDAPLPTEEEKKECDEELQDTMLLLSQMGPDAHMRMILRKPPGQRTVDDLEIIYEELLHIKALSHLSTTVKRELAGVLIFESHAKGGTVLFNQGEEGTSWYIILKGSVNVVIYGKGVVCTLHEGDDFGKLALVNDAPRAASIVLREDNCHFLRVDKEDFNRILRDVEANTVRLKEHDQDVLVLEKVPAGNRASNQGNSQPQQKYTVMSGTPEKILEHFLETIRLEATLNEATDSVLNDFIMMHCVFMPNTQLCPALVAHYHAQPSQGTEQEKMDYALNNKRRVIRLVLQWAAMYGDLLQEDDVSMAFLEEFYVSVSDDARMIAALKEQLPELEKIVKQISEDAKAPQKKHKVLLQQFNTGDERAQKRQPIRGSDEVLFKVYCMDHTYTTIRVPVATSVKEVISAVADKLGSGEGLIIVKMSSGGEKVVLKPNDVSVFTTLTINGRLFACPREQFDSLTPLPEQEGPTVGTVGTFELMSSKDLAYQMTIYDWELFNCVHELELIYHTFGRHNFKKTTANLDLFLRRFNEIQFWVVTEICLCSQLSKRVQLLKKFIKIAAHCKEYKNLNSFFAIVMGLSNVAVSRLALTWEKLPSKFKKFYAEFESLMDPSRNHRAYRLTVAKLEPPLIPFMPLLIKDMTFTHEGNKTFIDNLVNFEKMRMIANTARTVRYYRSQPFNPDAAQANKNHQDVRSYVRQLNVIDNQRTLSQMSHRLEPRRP
ATXN2 expr inh: ATXN2 expression inhibition | HEK-293 ATXN2-luciferase reporter, luminescence, 24 h | Potency, µM (doses to about 57 µM), without a hit: at the highest dose activity change, negative = inhibition, usual class: inhibitors | 360,000 tested, 0.72% active | AID 1745845; also: % is scaled to controls: 0 for no effect and ±100 for the full control effect; nearly all actives have a fitted effect of over 55% in size
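qHTS (up to 57 uM final) was run with 24 h compound exposure of reporter cells at 37 °C. Each well was multiplexed: SteadyGlo luminescence measured ATXN2-luciferase expression after a fluorogenic Gly-Phe-AFC viability readout (25 uM final).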
A549 viability: counter-screen for Nrf2 inhibitors: cytotoxicity in A549 cells; A549 ARE-Fluc cells, CellTiter-Fluor viability, 18-24 h; Potency, µM (doses to about 46 µM), for the others: at the top dose activity change, negative = cytotoxicity, hits mostly inhibitors; 390,000 tested, 0.16% active; also: % is scaled to controls: 0 for no effect and ±100 for the full control effect
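A549 ARE-Fluc cells in 5% FBS OPTI-MEM, 5000 cells/well, rested 2 h then exposed to compounds in concentration-response for 18-24 h at 37 °C. Viability by CellTiter-Fluor fluorescence (Ex 405/Em 525) after 30 min; luciferase luminescence (BugLite, 15 min, RT) read afterwards.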
* hit, by the source's call; i = inactive; ? = inconclusive; . = not tested or not shown; [ ] = another dose, or the depositor's remark. Calls follow the shape of the dose curve; as a rule, active = well fitted curve in the direction sought with a large enough effect; inconclusive = small, poorly fitted or top-dose-only effect, or another doubt; inactive = no such curve, though single readings can be large; an effect the other way counts as inactive or inconclusive. Potency is read from the fitted curve at half-maximal effect. These rows are one share of the data; rates above refer to the full screens.

SMILES	TGFb inhibitor	MCF10A rerep	Nrf2 inh	ATXN viability	HepG2 viability	Nrf2 ARE act	EPAC2 antagonist	ATXN2 expr inh	A549 viability
Cc1ccc(N2CCN(C(=O)c3noc4c3COc3ccc(C)cc3-4)CC2)c(C)c1	0%	.	27%	i	-9%	-0.7%	.	8%	12%
O=C(Nc1cccc(Cl)c1)c1nc[nH]c1C(=O)NCCN(CCNC(=O)c1[nH]cnc1C(=O)Nc1cccc(Cl)c1)CCNC(=O)c1[nH]cnc1C(=O)Nc1cccc(Cl)c1	8%	-3%	?	i	-1%	0.4%	-7%	5%	-1%
Cc1cccc(-c2nc3c(c(SCc4ccccc4Cl)n2)Cc2c(CO)cnc(C)c2O3)c1	33%	.	13%	i	10%	0.8%	.	9%	5%
O=c1o[nH]c(-c2ccccc2)c1N=Nc1c(F)cccc1Cl	?	28%	4%	i	-42%	3.3%	-16%	-12%	-14%
Cc1cc(C)c(N2C(=O)CC(Sc3ccccc3N)C2=O)c(C)c1 (configuration not stated)	?	.	.	?	-25%	?	-23%	.	.
COc1ccc(CCN(Cc2ccccn2)C(=S)Nc2ccccc2C)cc1OC	10%	-22%	1%	i	-11%	-0.2%	-7%	1%	-5%
CCOc1ccc(CN2C(=O)C(=O)c3cccc(C)c32)cc1OC	?	.	0%	.	-43%	4.8%	.	.	8%
COC(=O)c1ccc(CSc2nnc(CNC(=O)c3ccccc3F)o2)o1	3%	-4%	26%	i	4%	0.3%	7%	1%	3%
CCCCN(CC)Cc1ccc(CNC(=O)Nc2ccccc2)o1	17%	-9%	.	i	-20%	-0.7%	-2%	-17%	0%
COCCN1C=C2C(=O)C(C)(OC(=O)C3CCCC3)C(=O)C(c3ccccc3)=C2C=C1CCCC(=O)OC (configuration not stated)	?	-62%[inhibitor]	-24%	i	-14%	-0.3%	-1%	-8%	-9%
COc1ccc(CC(=O)OCC(=O)N(CC(C)C)c2c(N)n(Cc3ccccc3)c(=O)[nH]c2=O)cc1	?	-3%	7%	i	4%	0.2%	15%	6%	14%
Cc1nc2ccc(NC(=O)c3cccc(S(=O)(=O)N4CCOCC4)c3)cc2s1	-7%	9%	18µM*	i	-13%	2.1%	-2%	-9%	-12%
CCc1nnc(SC(C)C(=O)Nc2nccs2)n1C (configuration not stated)	-6%	-34%[inhibitor]	10%	i	-36%	0.5%	2%	0%	6%
Cc1cccc(NC(=O)CNC(=O)COC(=O)CCS(=O)(=O)c2ccccc2)c1C	-1%	-2%	-8%	?	7%	0.5%	-1%	-4%	-3%
O=C1C2ON(c3ccccc3)C(c3ccncc3)C2C(=O)N1c1ccc(N2CCOCC2)cc1 (configuration not stated)	-10%	10%	-7%	i	-4%	-0.2%	-11%	1%	5%
COC(=O)c1ccc(CSc2nnc(Nc3ccc(C)cc3)s2)o1	8%	3%	33%	i	-25%	2.3%	20%	6%	-6%
O=C(c1ccco1)[C@@H]1[C@@H]2C(=O)N(c3ccccc3)C(=O)[C@@H]2C2c3ccccc3C=CN21 (some centres not stated)	5%	-1%	3%	i	-22%	9.8%	-2%	5%	-10%
Cc1ccc(NC(=O)Nc2nnc(-c3ccncc3)s2)cc1C	7.9µM*	16µM*	10%	i	-44%	2.6%	14%	-34%	-5%
Cc1ccc(C(c2ccc(C)c(C)c2)C(O)C2OC(=O)C(O)C2O)cc1C (configuration not stated)	10%	-5%	1%	i	13%	-0.4%	3%	-3%	2%
COc1ccc(N(CC(=O)Nc2cccc(C)c2)S(=O)(=O)c2c(C)n[nH]c2C)cc1	-5%	4%	-19%	i	-29%	0.3%	-3%	2%	16%
CSc1nsc(/C=C/Nc2ccc(O)cc2C)c1C#N	-38%	?	8%	i	-3%	?	27%	.	13%
NS(=O)(=O)c1ccc(N2CCCCCC2)c([N+](=O)[O-])c1	-2%	10%	?	i	-3%	0.1%	4%	-8%[11.3 µM]	-22%
O=C(N/N=C/c1ccccc1)c1ccc(CN2C(=O)c3cccc4cccc2c34)cc1	0%	16µM*	-8%	i	-27%	0.9%	12%	-14%	14%
Cc1cc(C)n2ncc(C(=O)Nc3ccc4c(c3)OCO4)c2n1	12%	16%	23%	i	-1%	0.6%	12%	3%	-2%
CN(C(=O)COC(=O)c1ccc(Cl)c(N)c1)c1ccccc1	-1%	-4%	?	i	-7%	2.0%	4%	16%	4%

Entries above that have a furan ring, fused or not (four):
SMILES	TGFb inhibitor	MCF10A rerep	Nrf2 inh	ATXN viability	HepG2 viability	Nrf2 ARE act	EPAC2 antagonist	ATXN2 expr inh	A549 viability
COC(=O)c1ccc(CSc2nnc(CNC(=O)c3ccccc3F)o2)o1	3%	-4%	26%	i	4%	0.3%	7%	1%	3%
CCCCN(CC)Cc1ccc(CNC(=O)Nc2ccccc2)o1	17%	-9%	.	i	-20%	-0.7%	-2%	-17%	0%
COC(=O)c1ccc(CSc2nnc(Nc3ccc(C)cc3)s2)o1	8%	3%	33%	i	-25%	2.3%	20%	6%	-6%
O=C(c1ccco1)[C@@H]1[C@@H]2C(=O)N(c3ccccc3)C(=O)[C@@H]2C2c3ccccc3C=CN21 (some centres not stated)	5%	-1%	3%	i	-22%	9.8%	-2%	5%	-10%

(listing goes on)
SMILES	TGFb inhibitor	MCF10A rerep	Nrf2 inh	ATXN viability	HepG2 viability	Nrf2 ARE act	EPAC2 antagonist	ATXN2 expr inh	A549 viability
O=S1(=O)C[C@H](N2CCN(CCO)CC2)[C@@H](COCc2ccccc2)N1	-16%	.	.	i	-19%	-0.7%	18%	-1%	.
CC(Oc1ccc(Cl)cc1)c1ccnc(N)n1 (configuration not stated)	0%	-4%	17%	i	-185%	-0.3%	2%	3%	7%
CCOc1cccc(CN2CCCC(CNC(=O)c3cccc(OC)c3OC)C2)c1 (configuration not stated)	8%	-3%	-4%	i	-5%	-0.2%	7%	1%	-1%
Cn1c(C(=O)NCCCN2CCOCC2)cc2c(=O)n(C)c3ccccc3c21	1%	2%	10%	i	-9%	6.9%	16%	-10%	16%
CC(=O)c1sc(N2CCOCC2)nc1-c1ccccc1	0%	3%	3%	i	5%	-0.4%	2%	2%	0%
COc1ccc(N=C2SC(CC(=O)Nc3ccccc3OC)C(=O)N2Cc2ccco2)cc1 (configuration not stated)	13%	14%	-21%	?	1%	2.0%	-12%	-21%	10%
CCc1ccc(OCC(O)CN2CCN(c3ccccn3)CC2)cc1 (configuration not stated)	?	?	1%	?	-105%	-0.1%	16%	?	1%
COc1ccc(NC(=O)N(C)C[C@H]2Oc3ccc(NC(=O)Cc4ccccc4)cc3C(=O)N([C@H](C)CO)C[C@@H]2C)cc1	-5%	4%	8%	i	1%	-0.6%	4%	4%	4%
CC(C)CCn1cnc2c(cnn2-c2ccc(F)cc2)c1=O	-21%	4%	4%	i	-29%	0.2%	-1%	22%	3%
Cc1ccc(S(=O)(=O)N2CC(C)C(=O)CC2C)cc1 (configuration not stated)	-10%	4%	5%	i	0%	-0.4%	2%	8%	0%
CCOC(=O)C(NCc1ccccc1OC)(NC(C)=O)C(F)(F)F (configuration not stated)	-3%	2%	-8%	?	3%	3.4%	2%	1%	-3%
CCOC(=O)[C@@H]1[C@H]2COc3cc(OC)ccc3[C@H]2N2C(=O)N(c3ccc(C)cc3)C(=O)[C@]12C	-4%	0%	-16%	i	-7%	0.1%	-10%	7%	-1%
COc1ccc(S(=O)(=O)NCC2CCCN(C(=O)c3cccnc3C)C2)cc1 (configuration not stated)	6%	15%	14%	i	4%	-0.7%	1%	5%	3%
COc1ccc(S(=O)(=O)Nc2ccc3c(c2)C(=O)N([C@H](C)CO)C[C@H](C)[C@@H](CN(C)S(=O)(=O)c2c(C)noc2C)O3)cc1	6%	4%	9%	i	-3%	-0.4%	10%	0%	-4%
CC1=NN(C(N)=S)C(=O)C1N=Nc1c(Br)cc(Br)cc1Br (configuration not stated)	-25%	?	-13%	i	-30%	3.9%	?	8%	-17%
O=C(Nc1ccc(OCC(=O)N2CCC(Cc3ccccc3)CC2)cc1)c1ccco1	-2%	-191%[0.0737 µM]	?	i	-33%	0.5%	-4%	-5%	-5%
C[C@H](CO)N1C[C@H](C)[C@@H](CN(C)C(=O)NC2CCCCC2)Oc2ncc(Br)cc2C1=O	4%	.	.	i	1%	-0.9%	4%	0%	.
CCN(CC(=O)NCc1cccs1)c1nnnn1-c1ccccc1	-8%	?	-20%	i	-4%	?	9%	-14%	-10%
Fc1ccccc1Cc1nnc2n1N=C(c1ccc(Cl)cc1)CS2	6%	-13%	.	i	-2%	-0.1%	13%	-5%	1%
O/N=C1\CCSc2ccc(F)cc21	-16%	8%	-16%	i	0%	-0.3%	-12%	.	-15%
CCCN(C(=O)CSc1ncccn1)C1CCS(=O)(=O)C1 (configuration not stated)	-6%	8%	15%	i	7%	-0.4%	5%	13%	1%
O=C(NCCCN1CCOCC1)C1CCCN(S(=O)(=O)N2CCCCC2)C1 (configuration not stated)	0%	0%	7%	i	6%	-0.7%	13%	-12%	13%
COc1cc(C(=O)NC2CCN(C)CC2)ccc1Nc1ncc2c(n1)N(C1CCCCC1)CCC(=O)N2C	?	0.65µM*	?	?	13µM*	4.6%	15%	0%	?
COc1ccc(Cl)cc1S(=O)(=O)NCCCn1ccnc1	13%	?	-18%	i	-1%	0.3%	-5%	6%	-8%
O=C(c1cccs1)N(Cc1cccc(F)c1)C1CCS(=O)(=O)C1 (configuration not stated)	1%	7%	0%	i	3%	0.3%	-13%	12%	-10%
Cc1nnc(NC(=O)CSc2nnc(NC(=O)C(C)(C)C)s2)s1	-1%	-35%[inhibitor]	?	?	-23%	-0.7%	-3%	.	0%
CCN(CC)CC(=O)Nc1c(C#N)cnn1-c1ccccc1	8%	?	1%	i	-7%	-0.7%	1%	6%	2%
Cc1ccc(C)c(OCCCn2c(-c3ccc(Cl)cc3)nc3ccccc3c2=O)c1	-1%	.	3%	i	-27%	6.1%	.	-1%	0%

Looked up one by one from above (two):
SMILES	TGFb inhibitor	MCF10A rerep	Nrf2 inh	ATXN viability	HepG2 viability	Nrf2 ARE act	EPAC2 antagonist	ATXN2 expr inh	A549 viability
O=C(c1cccs1)N(Cc1cccc(F)c1)C1CCS(=O)(=O)C1 (configuration not stated)	1%	7%	0%	i	3%	0.3%	-13%	12%	-10%
CCOC(=O)C(NCc1ccccc1OC)(NC(C)=O)C(F)(F)F (configuration not stated)	-3%	2%	-8%	?	3%	3.4%	2%	1%	-3%

Assay outcomes (PubChem BioAssay)
